# Compound activity as filed in PubChem BioAssay.
# CRFBP-R2 block = CRF-BP/CRF-R2 complex antagonism. HEK293 CRF-R2/CRF-BP, CRF-induced calcium fluorescence. inhibition, % at 11.8 µM. 350,000 tested, 0.59% active. AID 588475;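 active = inhibition of the ligand-induced calcium signal above about 50% at the single tested concentration, limit read from the data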
# IDE act = boosts human insulin-degrading enzyme activity in HEK cells; P14735; FAbeta-B cleavage, fluorescence polarization; 0% vehicle, 100% cell-free pure enzyme wells; activation, % at 5.96 µM; 340,000 tested, 0.073% active; AID 493087;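 active = activation above the mean of all tested compounds plus 3 SD, set per screening campaign, cut at about 17% in these data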
# NS3 helicase inh = HCV NS3 helicase inhibition; NS3 helicase DNA unwinding, Cy5 molecular beacon fluorescence; 290,000 tested, 0.56% active; inhibition, % at 10.9 µM;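 active = inhibition above the mean of all tested compounds plus 3 SD, set per campaign, cut at about 35% in these data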;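 also: 0% = DMSO wells and 100% = thioflavine S control wells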
#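 assay system = NS3 helicase fragment of HCV | buffer or medium = MOPS pH 6.5, MgCl2, DTT, Tween20, BSA | timing = 60 min unwinding reaction at 25 °C after ATP addition | signal = Cy5 beacon fluorescence read at start and 1 h | read-out basis = % inhibition of unwinding | control set = low DMSO, high thioflavine S at 110 µM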
# p-CIP stab down = p/CIP protein destabilization; decrease of EGFP signal, % at 10 µM; F442A p/CIP-EGFP cells, EGFP fluorescence, 16 h; Q05BA5; 290,000 tested, 0.01% active;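 active = EGFP signal decrease of at least 30% at 10 µM or well 3 SD below plate mean, unless failing retest; inactive = the rest, including hits failing retest or dose response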; also: some compounds called inactive have numbers as strong as hits; many of its hits are not listed in these tables
# IMP-1 inh = blocks Pseudomonas aeruginosa IMP-1 metallo-beta-lactamase. purified IMP-1, nitrocefin hydrolysis, epi-absorbance fluorescence. inhibition, % at 5.6 µM. 290,000 tested, 0.45% active. AID 1556;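 active = inhibition above the mean plus 3 SD of all compounds in the same screening run, cut at about 4.5% in these data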;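 also: 0% = IMP-1 with DMSO and 100% = DMSO wells lacking enzyme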
#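 System: purified IMP-1 / Input: IMP-1 dispensed at 0.2 nM / Medium: 50 mM HEPES pH 7.1, 50 µM ZnSO4, 0.05% Brij 35 / Timing: 15 min enzyme–compound preincubation, then 25 min nitrocefin reaction, 25 °C / Technique: plate fluorescence quenching by hydrolysis product, ex 480/em 530 nm / Repeats: singlicate testing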
# IDE inh = inhibits human insulin-degrading enzyme in HEK cells; P14735; AID 434962; FAbetaB cleavage, fluorescence polarization; 320,000 tested, 0.41% active; inhibition, % at 5.59 µM;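 active = percent inhibition above the average of all tested compounds plus 3 SD, set per screening campaign, cut at about 16% in these data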;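 also: IDE supplied by intact live HEK cells; FP after avidin binding of uncleaved biotin substrate so inhibition keeps polarization high; 0% = DMSO wells and 100% = 60 µM reference IDE inhibitor Ii1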
# SUMO HTRF inh = inhibitors of human SUMOylation (UBC9). P63279. HTRF SUMOylation assay, SAE1/SAE2 + UBC9, in vitro. inhibition, % at 35 µM. 290,000 tested, 0.36% active. AID 2006; in the data active = inhibition above about 50%, passing the limit was not always enough; also: strong numbers were not always called active
# Target sequence (P63279 whole entry, looked up): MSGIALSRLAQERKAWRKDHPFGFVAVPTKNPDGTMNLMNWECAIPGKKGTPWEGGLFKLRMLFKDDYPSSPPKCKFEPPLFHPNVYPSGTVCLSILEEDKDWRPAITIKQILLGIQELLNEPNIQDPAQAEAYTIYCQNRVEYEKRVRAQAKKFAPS
# GalR3 antag = blocks the human galanin receptor 3. HEK293 GalR3-CNG cAMP membrane potential fluorescence; galR3 body fused to GalR1 C-terminus. inhibition, % at 3 µM. 360,000 tested, 0.44% active. AID 651719;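 active = inhibition above the screen-wide average plus 3 SD, cut at about 13% in these data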;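 also: forskolin and galanin both at EC90 stimulate the cells; cAMP rise reported by CNG channel membrane potential dye signal; 0% = forskolin plus galanin with DMSO and 100% = forskolin alone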
# Target sequence (O60755 1-299 limits assumed): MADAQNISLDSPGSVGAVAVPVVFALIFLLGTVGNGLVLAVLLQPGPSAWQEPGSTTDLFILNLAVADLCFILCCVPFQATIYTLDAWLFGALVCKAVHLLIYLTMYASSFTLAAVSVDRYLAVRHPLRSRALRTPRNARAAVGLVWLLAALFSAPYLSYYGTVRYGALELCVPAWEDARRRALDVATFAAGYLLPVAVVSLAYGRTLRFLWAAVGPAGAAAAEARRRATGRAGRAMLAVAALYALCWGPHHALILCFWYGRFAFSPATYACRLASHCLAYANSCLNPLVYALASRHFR
# VIM-2 inhibitor = inhibitors of Pseudomonas aeruginosa VIM-2 metallo-beta-lactamase; AID 1527; inhibition, % at 5.6 µM; 290,000 tested, 0.89% active; purified VIM-2, nitrocefin hydrolysis, epi-absorbance fluorescence;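 active = inhibition above the mean of all tested compounds plus 3 SD, cutoff set per screening run, cut at about 7.5% in these data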;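 also: red hydrolysis product quenches plate fluorescence so inhibitors raise well fluorescence; 0% = enzyme with DMSO and 100% = DMSO without enzyme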
# Active calls of the source: *; · = not tested or not shown.
SMILES,CRFBP-R2 block,IDE act,NS3 helicase inh,p-CIP stab down,IMP-1 inh,IDE inh,SUMO HTRF inh,GalR3 antag,VIM-2 inhibitor
COc1ccc(NS(=O)(=O)c2cc3c(cc2C)N(C)CCO3)cc1,-28,4,-13,0,-2.6,-2,0,·,-1.3
COc1ccc(NC(=O)C2CCCNC2)cc1OCC(C)C (centres undefined),-5,2,-3,-6,-0.2,5,8,4,-3.1
COc1ccc(C(=O)Nc2nc3ccccc3s2)cc1,-13,-6,24,26,-0.6,-3,3,-6,-1.2
Cc1ccc(-n2c(SCC(=O)Nc3cccc(S(N)(=O)=O)c3)nc3ccccc32)cc1,1,6,-12,-10,-1.6,-2,-15,-4,-2.1
Cc1nccn1CC(=O)N/N=C/c1ccccc1O,-4,10,1,-5,-1.4,0,21,2,1.0
COc1ccc(-c2nnc(SCC(=O)N3CCCc4ccccc43)o2)cc1OC,13,4,5,2,-4.7,-2,-23,-2,-0.8
C/C(=N\Nc1ccc(Cl)c(Cl)c1)c1ccc(-n2ccnc2)cc1,-13,-4,4,5,-3.7,3,17,-2,-2.5
CC1=C(NCCc2ccccc2)CCC1=O,-3,8,3,-8,-2.2,5,-1,-3,-2.4
CCn1c(=O)c(C(=O)CN2CC(C)OC(C)C2)c(N)n(Cc2ccccc2)c1=O (centres undefined),2,-1,2,-6,-1.4,1,25,-5,-1.3
CCCCN(CCCC)CCNC(=O)c1cn(CC)c2ccc(S(=O)(=O)N3CCCC3)cc2c1=O,-12,0,2,6,-0.3,-2,1,1,0.2
CN(c1ccccc1)C(c1ccc(F)cc1)c1nnnn1CC1CCCO1 (centres undefined),7,6,-3,-4,-2.1,-3,2,-6,-0.9
CCCCn1c(N)c(N(CC)C(=O)c2cc(CC)c(C)s2)c(=O)[nH]c1=O,-7,2,·,·,·,7,·,3,·
O=C(NCCc1c[nH]c2ccccc12)c1ccc(S(=O)(=O)NCc2ccco2)cc1,-18,4,0,5,-4.1,0,-14,0,-1.1
Cc1ccc(-n2c(SCC(=O)Nc3ccc4c(c3)OCO4)nnc2-c2ccccn2)cc1,0,4,5,-1,-2.0,-3,10,-4,-0.3
Cc1ccc(OCC(=O)NNC(=O)C2CCCO2)c(C)c1 (centres undefined),6,-3,15,15,-2.6,3,17,-3,-2.3
c1ccc(-c2nc3ccccc3o2)nc1,-4,3,6,-4,-3.4,0,14,-2,-3.5
COc1cc(/C=C/C(=O)O)cc(S(=O)(=O)N2CCc3ccccc3C2)c1OC,3,2,6,27,-2.6,2,-2,-5,-4.5
CC(Oc1ccc2c3c(c(=O)oc2c1)CCC3)C(=O)N[C@@H](Cc1ccccc1)C(=O)O (some centres undefined),8,-1,10,6,-4.0,2,-5,0,-0.8
COc1ccc(COc2cc(-c3cccc(OC)c3)nc3ccc(NC(=O)c4ccc(Cl)cc4)cc23)cc1,5,7,1,1,-1.2,2,18,-4,-1.5
Cc1cccc(NC(=O)Cn2c(=O)n(CCc3c[nH]c4ccccc34)c(=O)c3cccnc32)c1,·,·,-8,-8,-0.4,-2,16,0,1.0
CC(NC(=S)NC1CCCCC1)C(c1cccs1)N1CCOCC1 (centres undefined),-8,6,12,-6,-2.0,0,-7,-5,-2.3
CC1(C)Cc2ccccc2-c2nnc(-c3ccccn3)n21,9,2,-3,8,-2.3,-2,6,-6,0.1
N#CCCN(Cc1cccnc1)C(=S)Nc1ccccc1Cl,-12,6,5,0,-2.9,·,9,-5,-1.1
O=C(CC(=O)Nc1ccc(Cl)cc1Cl)Nc1ccc(Cl)cc1Cl,-22,-1,-2,-10,-4.0,-2,2,-5,-3.3
C/C(=C\c1ccccc1F)C1Nc2cccc3cccc(c23)N1,-6,3,·,·,·,-5,·,-8,·
Cc1cccc(N(C(=O)CNC(=O)c2ccco2)C(C(=O)NC2CCCC2)c2cccnc2)c1C (centres undefined),7,3,-2,-2,-7.1,7,-7,1,-3.4
Cc1[nH]c2ccccc2c1C(=O)NS(=O)(=O)Nc1ccc(F)cc1,21,-1,-12,7,-0.3,3,1,2,0.4
CN(C)S(=O)(=O)N1CCC(Oc2ccc(C(=O)N3C[C@@H]4CCC[C@H]3C4)cc2)CC1,3,0,1,-23,-4.3,9,-17,-3,-1.6
CN(C)c1nc(N)nc(CSc2nc3cc(Cl)ccc3o2)n1,-6,-1,-10,-12,-8.3,-4,-8,-11,-4.3
COc1cc(/C=N/N2CCCCC2)cc([N+](=O)[O-])c1O,-4,2,11,2,-2.9,0,6,-13,-0.8
CN(C(=O)c1ccc(Br)o1)C1(C)CCS(=O)(=O)C1 (centres undefined),-3,3,8,-8,-4.0,7,5,-1,-2.5
Cn1c(SCC(=O)NCc2cccs2)nnc1-c1ccncc1,5,7,0,1,-3.1,-1,-1,-2,-1.6
O=C(CSc1nc2ccccc2c(=O)n1CC1CCCO1)Nc1ccccc1 (centres undefined),4,6,-12,-10,-1.2,4,14,-9,0.9
O=C(COC(=O)c1cc(S(=O)(=O)N2CCCC2)ccc1O)Nc1ccc(F)cc1F,-2,2,·,·,·,1,·,-2,·
COc1ccc(Br)c(C(=O)OCC(=O)NC2CC2)c1,6,2,·,·,·,-1,·,-7,·
CCCn1c(CN2CCN(c3cccc(Cl)c3)CC2)nc2c1c(=O)n(C)c(=O)n2C,6,5,-3,-21,-2.2,3,24,·,0.6
CCOC(=O)N1CCN(Cc2nc3cc(NC(=O)c4cccs4)ccc3n2CC)CC1,1,-2,3,-12,-1.3,5,11,-5,-2.5
COC(=O)C(C)n1cnc2c(nnn2-c2ccc(C)cc2)c1=O (centres undefined),17,5,1,3,-1.9,1,-8,·,-0.6
COc1ccc(Nc2nc(N3CCOCC3)nc(N3CCOCC3)n2)cc1,-7,3,17,-13,-4.5,·,-12,-1,-3.7
O=c1c2ccccc2nc(SCc2ccncc2)n1CC1CCCO1 (centres undefined),-10,-4,-3,6,-3.1,1,-3,3,-1.2
COc1ccccc1Nc1ccc(C(=O)NC2CCCCC2)cn1,7,-7,-9,-7,-0.7,-3,12,-8,-1.3
CC1(C)CC(=O)C(CC2=C(N)CC(C)(C)CC2=O)=C(N)C1,10,0,2,-11,-1.7,-2,26,-4,-0.7
CC(C)(C)OC(=O)[C@H](Cc1ccccc1)NC(=O)c1nc[nH]c1C(=O)N[C@@H](Cc1ccccc1)C(=O)OC(C)(C)C,-14,1,·,0,·,-3,-54,-6,·
O=C(NN1C(=O)c2ccccc2C1=O)C1CCCCC1,6,6,4,-2,-1.5,1,17,-4,-3.8
COc1cc(OC)cc(C(=O)N(CCCN2C(=O)c3cccc4cccc(c34)C2=O)c2cccc(OC)c2)c1,18,7,-9,-7,-0.4,0,2,-1,-2.2
O=C(Cn1nc(-c2ccccc2)oc1=O)OCC(=O)c1ccc(F)c(F)c1,7,-1,·,·,·,-3,·,0,·
COc1ccccc1C(=O)NCc1ccc(-c2nc3ccccc3s2)cc1,1,3,-3,-9,-0.5,6,-11,0,0.0
CCCOc1cccc(C(=O)N/N=C/c2ccoc2)c1,-4,3,7,6,0.0,-2,3,-2,-3.1
O=C(Nc1nc(-c2ccc(S(=O)(=O)N3CCCCCC3)cc2)cs1)c1ccccc1,4,-15,5,-4,-2.4,10,-56,-5,-0.7
CCN(c1ccccc1)S(=O)(=O)c1ccc(Cl)c(C(=O)N(CC2CCCO2)C2CCS(=O)(=O)C2)c1 (centres undefined),0,8,4,-7,-3.2,-13,-18,-8,-1.0
COc1ccc(NC(=O)Cc2cccs2)c(OC)c1,-7,1,-1,4,-1.9,8,17,-2,-1.0
COc1ccccc1N(C(=O)c1snc(C(N)=O)c1N)C(C(=O)NC1CCCC1)c1ccc(N(C)C)cc1 (centres undefined),4,7,4,-20,-0.1,0,1,-8,0.4
CC(=O)c1cccc(NC(=O)c2ccc3ccccc3c2)c1,-7,0,-2,-9,-2.4,4,2,-2,-0.9
Cc1c(C(=O)Nc2cccc(N(C)S(C)(=O)=O)c2)cccc1[N+](=O)[O-],9,1,-3,0,-2.5,4,24,0,-1.4
C=CCN=C1CC(C)(C)CC(=O)/C1=C(/O)CCC(=O)OC,10,3,-4,-14,-2.5,-3,20,0,0.9
COCCCNC(=O)c1ccc2c(c1)nc(C)n2-c1cccc(C)c1,15,0,-5,-4,-3.2,0,10,-4,0.2
O=C(CSc1nnc2ccccn12)NC(=O)c1ccccc1Cl,9,5,·,·,·,-7,·,1,·
COc1ccc(C(=O)c2sc(Nc3ccc(NC(C)=O)cc3)nc2C)cc1,8,2,-7,-15,0.7,5,-4,-1,0.3
CC(C)(C)C(=O)Nc1cc2c3c(c1)CCC(=O)N3CCC2,17,3,12,0,-0.3,-3,20,-7,-0.9
NS(=O)(=O)c1ccc(CCNC(=O)c2ccc3nc4ccc(Cl)cc4c(=O)n3c2)cc1,4,-5,15,6,-1.5,1,10,-9,-0.8
# Later entries.
SMILES,CRFBP-R2 block,IDE act,NS3 helicase inh,p-CIP stab down,IMP-1 inh,IDE inh,SUMO HTRF inh,GalR3 antag,VIM-2 inhibitor
Cc1ccc(N2C(=O)CC(NCC3CCCO3)C2=O)cc1 (centres undefined),-4,4,2,-14,-1.8,3,15,-6,-1.7
CCCCCCn1c(SCCN2CCOCC2)nc2c1c(=O)[nH]c(=O)n2C,9,1,5,-3,-2.5,0,3,-6,-4.3
C=CCn1c(=N)c(C#N)cc2c(=O)n3ccccc3nc21,3,4,8,7,-3.7,-2,14,-4,6.2
Oc1ccccc1-c1cncn1Cc1ccccc1,18,3,-2,-7,-3.5,4,-2,-13,-4.0
Cc1ccc(-c2csc(/C(C#N)=C/Nc3ccc4c(c3)OCCO4)n2)cc1,3,4,1,-7,-3.3,-5,6,1,-1.9
CCCN(CC1CC1)C(=O)CSc1nnc(-c2ccco2)n1N,·,·,12,7,-1.6,5,10,·,-1.4
CCOC(=O)c1c(NC(=S)NC(=O)c2cnn(CC)c2)sc2c1CCC(C)C2 (centres undefined),-20,3,-5,6,-1.6,10,-13,1,-2.4
Cc1cccnc1NC(=S)NCc1ccco1,16,-3,0,-15,-2.5,-4,18,-9,-1.8
Cc1nn(C)c(C)c1S(=O)(=O)NCCc1ccc(Cl)cc1,-10,1,12,-13,-2.4,0,4,-6,-1.0
O=C(Nc1ccc2c(c1)C(=O)OC2)Nc1cccc2ccccc12,-1,1,20,11,-2.0,-2,5,-1,-1.6

# Gathered by group, the compounds so far containing a cyano group.
SMILES,CRFBP-R2 block,IDE act,NS3 helicase inh,p-CIP stab down,IMP-1 inh,IDE inh,SUMO HTRF inh,GalR3 antag,VIM-2 inhibitor
N#CCCN(Cc1cccnc1)C(=S)Nc1ccccc1Cl,-12,6,5,0,-2.9,·,9,-5,-1.1
C=CCn1c(=N)c(C#N)cc2c(=O)n3ccccc3nc21,3,4,8,7,-3.7,-2,14,-4,6.2
Cc1ccc(-c2csc(/C(C#N)=C/Nc3ccc4c(c3)OCCO4)n2)cc1,3,4,1,-7,-3.3,-5,6,1,-1.9
